# HCV inhibitor: blocks hepatitis C virus | AID 651820 | Potency, µM (highest dose often 41.8 µM), for the others: at the top dose activity change, negative = inhibition, usual class: inhibitors | 340,000 compounds, 3.4% hits | Huh7.5.1 HCVcc-Cre infection, luciferase reporter, 44 h; also: potency is read from the fitted curve at half-maximal effect; % is scaled to controls: 0 for no effect and ±100 for the full control effect
#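 Antiviral activity was scored by luciferase reporter output from cells infected with HCVcc-Cre (~0.5 moi) in presence of compound, 44 h infection period, cells seeded 1,000/well 4 h prior.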
# Cycloheximide cs: counter-screen hit for Shiga toxin inhibitors, cycloheximide; cell reporter, cycloheximide protein synthesis inhibition counterscreen; 300,000 compounds, 12% hits; max response, %; in the data active = max response mostly above about 13%, no sharp cut-off; inactive = mostly below about 14%; also: read at 38.3 µM for the half of the compounds with a filed dose; 0% is about no effect
# LmPK inh: blocks Leishmania mexicana pyruvate kinase activity; Q27686; purified LmPK, Kinase-Glo ATP luminescence, 1 h; Potency, µM (series often up to 57.5 µM), without a hit: at the top dose activity change, negative = inhibition, usual class: inhibitors; 290,000 compounds, 0.37% hits; AID 1721; also: potency is read from the fitted curve at half-maximal effect; % is scaled to controls: 0 for no effect and ±100 for the full control effect
#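 0.1 nM LmPK, 0.5 mM PEP, 0.1 mM ADP; 50 mM imidazole pH 7.2, 7 mM MgCl2, 50 mM KCl; 1 h RT. Kinase-Glo luminescence readout, normalized to no-enzyme (full inhibition) and uninhibited wells.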
# TbPYK inhibitor: T. brucei pyruvate kinase inhibition; Q57TT1; TbPYK enzyme, Kinase-Glo Plus ATP luminescence, 45 min; Potency, µM (highest dose often 76.8 µM), inactives show at the highest dose activity, negative = inhibition, usual class: inhibitors; 410,000 compounds, 0.12% hits; AID 624173; also: potency is read from the fitted curve at half-maximal effect; % is scaled to controls: 0 for no effect and ±100 for the full control effect; nearly all actives have a fitted effect of over 50% in size
#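 In this concentration-response screen, enzyme-free wells defined baseline while DMSO plates tracked drift. Each reaction combined TbPYK, substrate, compound and 130 uM ADP for 45 min at room temperature. Kinase-Glo Plus luminescence gave the signal.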
# Pf growth 96h: P. falciparum growth inhibition at 96 hours; P. falciparum luciferase reporter growth, 96 h; Potency, µM (doses to about 28.7 µM), for the others: at the top dose activity change, negative = inhibition, usual class: inhibitors; 320,000 compounds, 6.9% hits; also: potency is read from the fitted curve at half-maximal effect; % is scaled to controls: 0 for no effect and ±100 for the full control effect
#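 Infected RBCs, 2% Hct / 0.05% parasitemia final; luciferase-reporter P. falciparum; cpd 96 h, 37 C, 5% CO2; luciferase detection reagent; luminescence.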
# Shiga toxin inh: inhibitors of Shiga toxin in Vero cells. Vero cells, Shiga toxin protein synthesis inhibition reporter. inhibition, % at 38.7 µM. 290,000 compounds, 9.2% hits; in the data active = inhibition mostly above about 28%, no sharp cut-off; inactive = mostly below about 43%; also: 0% is about no effect
# Pf growth 48h: P. falciparum growth inhibition at 48 hours (one generation). 310,000 compounds, 5.9% hits. P. falciparum luciferase growth in erythrocytes, 48 h. AID 504832. Potency, µM (top dose mostly 28.7 µM), for inactives: at the top dose activity change, negative = inhibition, hits mostly inhibitors; also: potency is read from the fitted curve at half-maximal effect; % is scaled to controls: 0 for no effect and ±100 for the full control effect
#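 Luminescence readout; reporter = integrated firefly luciferase in P. falciparum. RBC culture at 2% hematocrit, 0.1% parasitemia final, 37 C/5% CO2; decreased signal taken as growth inhibition.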
# Active calls of the source: *; ? = inconclusive; · = no result given; & = joins results of further samples; [ ] = another dose, or the depositor's remark. Unless noted, calls follow the shape of the dose curve; as a rule, active = well fitted curve in the direction sought with a large enough effect; inconclusive = small, poorly fitted or top-dose-only effect, or another doubt; inactive = no such curve, though single readings can be large; an effect the other way counts as inactive or inconclusive.
SMILES,HCV inhibitor,Cycloheximide cs,LmPK inh,TbPYK inhibitor,Pf growth 96h,Shiga toxin inh,Pf growth 48h
Cc1ccc(N(C(=O)Cn2nnc(-c3ccccc3)n2)C(C(=O)NC2CCCCC2)c2ccccn2)cc1C (configuration not stated),?,-1,1%,-4%,96%[activator],-10,?
O=C(c1ccncc1)N(c1ccc2oc3c(c2c1)CCCC3)S(=O)(=O)c1ccc(F)cc1,?,-2,0%,9%,13%,13,8%
CC(C)Nc1nc(NC(C)C)nc(N(C#N)CCOc2ccc(Cl)cc2Cl)n1,?,2,-1%,0%,?,1,10µM*
CCOC(CCNC(=O)c1cn(CCOC)c(=O)c2c1c1ccccc1n2C)OCC,2%,-1,-2%,2%,?,-4,-12%
Cc1cc(C)nc(N2CCCC(C(=O)NC(C)CCc3ccco3)C2)n1 (configuration not stated),?,9,-2%,2%,-7%,-10,?
Cc1cccc(NC(=S)NCC(C)CSc2ccc(Cl)cc2)c1 (configuration not stated),?,-9,-3%[11.5 µM],0%,?,-9,?
CC(=O)Nc1nnc(SCC(=O)NC2CCCC2)s1,8%,0,-4%,3%,4%,-11,9%
COC(=O)c1sc(SC)nc1N,-27%,11,-10%,-4%,14%,34,13%
Cc1ccc2nc(/C(C#N)=C/c3ccc(-c4cccc([N+](=O)[O-])c4)o3)[nH]c2c1,-27%,4,0%,4%,?,13,?
O=C(Nc1ccccc1)C1CC(O)CN1S(=O)(=O)c1ccc([N+](=O)[O-])cc1 (configuration not stated),1%,-2,-2%,-3%,?,-2,?
NS(=O)(=O)c1ccc(Nc2nc(-c3ccc4ccccc4c3)cs2)cc1,?,9,9%,0%,·,-5,2%
NC(=O)c1cc[n+](CC(=O)NC(=O)Nc2ccccc2)cc1,11%,·,·,-11%,15%,·,26%
COc1ccc(NS(=O)(=O)c2ccc(NC(=O)c3ccccn3)cc2)cc1,?,·,·,-2%,?,·,?
Cc1ccc(NS(=O)(=O)c2ccc(-c3csc(C)n3)s2)c(C)c1,-29%,8,2%,3%,36%[activator],17,9%
CN1CCN(C(=O)C2=C[C@@H](c3coc4ccccc4c3=O)C[C@@H](OCCCCO)O2)CC1,20%,-1,2%,1%,65%[activator],-8,0%
COc1ccc(-c2nnc(SCC(=O)NCCC(C)C)nc2-c2ccc(OC)c(OC)c2)cc1OC,-10%,12,12%,9%&2%,?,3,?
COc1ccc(S(=O)(=O)N2CCN(C(=O)c3ccco3)CC2)c(C)c1C,-11%,0,-2%,-5%,134%[activator],-9,-3%
CNc1ccc(Br)cc(C(=O)/C=C/c2cc(OC)ccc2OC)c1=O,5µM*,6,-1%,-15%,-104%,19,?
N#Cc1nc(COc2ccc(F)cc2)oc1NCCN1CCOCC1,2%,-3,-2%,4%,7%,-15,·
CCN(C(=O)COc1ncnc2ccc(Br)cc12)C1CCS(=O)(=O)C1 (configuration not stated),4%,-2,2%,-1%,5%,-11,1%
O=C(NC(=S)Nc1ccc(CN2CCOCC2)cc1)c1ccc([N+](=O)[O-])cc1,9%,9,1%,-4%,?,-14,-5%
FC(F)Sc1ccc(NC(=S)NC2CCC(NC(=S)Nc3ccc(SC(F)F)cc3)CC2)cc1 (configuration not stated),-7%,10,2%,-1%,·,-3,?
O=C(NCCc1ccccc1)c1ccc(CS(=O)Cc2ccc(Cl)cc2)o1 (configuration not stated),-28%,4,0%,0%&1%,26%,25,17%
CC(=O)c1ccc(S(=O)(=O)N(C)CCCC(=O)N(C)Cc2ccccc2F)cc1,6%,3,0%,-2%,?,-5,?
COC(=O)/C(C#N)=C1/C=Cc2ccccc2N1C,-1%,26*,-2%,-8%,113%[activator],61*,201%[activator]

# New compounds follow.
SMILES,HCV inhibitor,Cycloheximide cs,LmPK inh,TbPYK inhibitor,Pf growth 96h,Shiga toxin inh,Pf growth 48h
COc1ccccc1CNC(=O)c1csc2c1CCCC2,-23%,6,4%,-7%,17%,39*,21%
COC(=O)c1sccc1NC(=S)N1CCN(c2ccccc2)CC1,7%,-2,7%,-3%,4%,-5,8%
COc1ccc(OCC(=O)N2N=C(C)CC2(O)C(F)(F)F)cc1 (configuration not stated),12%,-1,7%,-10%,?,15,8%
CCCCn1c(=NC(=O)c2ccco2)c(C(=O)OCC)cc2c(=O)n3ccccc3nc21,?,-2,7%,0%,·,30,?
O=C(CSc1ccc(-c2ccco2)nn1)Nc1ccccc1F,-20%,21,-4%,-34%,-29%,0,6%
Cc1cccc(-n2c(SCC(=O)N3CCCC3)nc3n[nH]c(C)c3c2=N)c1,-20%,-2,5%,3%,?,-6,?
Cc1noc2ncnc(Oc3ccccc3Cl)c12,-20%,-3,0%,-2%,73%[activator],-14,-13%
O=C(CSc1nnc(NC(=O)c2c(F)cccc2F)s1)NC1CCCC1,-1%,-1,-4%,2%,7%,-6,13%
S=C(Nc1ccccc1Cl)N(Cc1ccccc1)Cc1cccnc1,13%,-3,-3%,-3%,48%[activator],20,-20%
C/C(=N/NS(=O)(=O)c1ccc(Br)cc1)c1ccc(C)o1,0%,-1,1%,-3%,-1%,1,19%
O=C(CSc1cc([N+](=O)[O-])cc(S(=O)(=O)Cc2ccccc2)c1)NC1CC1,-14%,-3,0%,?,11%,-1,-15%
Cc1cccc(-n2ncc3c(NCCN4CCOCC4)ncnc32)c1,4%,2,-3%,-1%,-18%,-5,0%
CN(O)/C=c1/ccc2c(n1)C(=O)C=CC=2,-11%,-4,1%,5%,12µM*,5,8.3µM*
COc1cc(/C=N/NC(=O)Cc2nnc(NC(=O)c3ccccc3)s2)ccc1O,2%,12,0%,2%,395%[activator],4,7%
O=C(CSc1nc2ccccc2o1)N1CCN(c2ccc(Cl)cc2)CC1,22%,4,6%,-1%,?,-1,24%
Cc1ccc(OCC(=O)O/N=C(\N)c2cccnc2)cc1,15%,23*,4%,4%,129%[activator],68*,75%[activator]
CCc1noc(C)c1C(=O)N1CCCSC1=Nc1ccccc1Cl,8%,·,·,2%,?,·,?
CC(C)(C)C(=O)Nc1ccccc1C(=O)NCc1cccnc1,-2%,-2,3%,-1%,-11%,-3,20%
O=C(NCCNS(=O)(=O)c1ccccc1)N1CCOCC1,12%,-2,-1%,0%,3%,-24,13%
COC(=O)c1ccc(CN(c2ccc(C)cc2)S(=O)(=O)c2ccc3c(c2)OCCO3)o1,?,-1,12%,?,?,-1,·
CCCN1C=CC(=C2C(=O)c3ccccc3C2=O)C=C1,-6%,-11,14µM*,?,6%,-26,-94%
COc1ccc(NC(=O)CSc2nnc(CNC(=O)COc3ccc(Cl)cc3)o2)cc1,-29%,-3,3%,-1%,79%[activator],4,-8%
CCC(C(=O)Nc1nnc(-c2ccco2)s1)c1ccccc1 (configuration not stated),12%,-2,3%,4%,12µM*,-28,3%
COCCCNC(=O)c1ccc(CS(=O)(=O)c2ccccc2OC)o1,11%,-6,3%,4%,-10%,-15,6%[0.00184 µM]
CC1(OC(=O)C2CCCC2)C(=O)C=C2C=C(c3ccsc3)N(C3CCCC3)C=C2C1=O (configuration not stated),19%,-2,-6%[11.5 µM],-2%,10µM*,-5,?

# Quoted at random: 3 compounds from above, in no set order.
SMILES,HCV inhibitor,Cycloheximide cs,LmPK inh,TbPYK inhibitor,Pf growth 96h,Shiga toxin inh,Pf growth 48h
O=C(CSc1cc([N+](=O)[O-])cc(S(=O)(=O)Cc2ccccc2)c1)NC1CC1,-14%,-3,0%,?,11%,-1,-15%
S=C(Nc1ccccc1Cl)N(Cc1ccccc1)Cc1cccnc1,13%,-3,-3%,-3%,48%[activator],20,-20%
O=C(CSc1nc2ccccc2o1)N1CCN(c2ccc(Cl)cc2)CC1,22%,4,6%,-1%,?,-1,24%

# Not a retest: entries from further up.
SMILES,HCV inhibitor,Cycloheximide cs,LmPK inh,TbPYK inhibitor,Pf growth 96h,Shiga toxin inh,Pf growth 48h
COc1ccccc1CNC(=O)c1csc2c1CCCC2,-23%,6,4%,-7%,17%,39*,21%
COC(=O)c1sccc1NC(=S)N1CCN(c2ccccc2)CC1,7%,-2,7%,-3%,4%,-5,8%
COc1ccc(OCC(=O)N2N=C(C)CC2(O)C(F)(F)F)cc1 (configuration not stated),12%,-1,7%,-10%,?,15,8%

# New compounds follow
SMILES,HCV inhibitor,Cycloheximide cs,LmPK inh,TbPYK inhibitor,Pf growth 96h,Shiga toxin inh,Pf growth 48h
COc1ccc(S(=O)(=O)N2CCC(C(=O)O)(c3ccccc3)CC2)cc1,2%,-2,-1%,1%,0%,-7,15%
C#CCOc1ccc(/C=C2/C(=O)NN(c3ccc(F)cc3)C2=O)cc1OC,20%,-5,-2%,-8%,?,-4,·
Cc1cccc(-c2noc(CN(C(=O)C34CC5CC(CC(C5)C3)C4)C(C)C)n2)c1,13%,-4,3%,0%,·,-3,?
CCSc1nnc(NC(=O)[C@@H](NC(=O)c2cc(OC)cc(OC)c2)C(C)C)s1,5%,5,5%,-10%,12%,30,0%
COc1ccc(S(=O)(=O)N2CCCC(C(=O)NCCN3CCOCC3)C2)cc1C (configuration not stated),4%,-5,-3%,2%,-16%,-4,?
COc1ccc(NS(=O)(=O)c2cc(NC(=O)CCNC(C)=O)ccc2N2CCCCC2)cc1,?,·,·,-2%,?,·,9.3µM*
Cc1cc(C)nc(SCc2n[nH]c(=S)n2C)n1,14%&8%,0,1%,?,·,2,22%
COc1ccc(NC(=O)C2CCCN(S(=O)(=O)c3ccc(-n4cnnn4)cc3)C2)cc1 (configuration not stated),-8%,-5,-8%,2%,?,-4,3%
Cc1ccc(SCCC(=O)NCCSCc2ccco2)cc1,9%,-2,0%,-14%,22%,25,-2%
COc1ccc2c(c1)CC/C2=N\OC(=O)c1ccccc1OC,-2%,38*,-26%,-13%,-22%,90*,33%
CCOc1cc(NC(C)=O)ccc1C(=O)OC,·,11,·,-4%,-18%,-7,-1%
CC(=O)c1cn(Cc2ccccc2)c(=O)[nH]c1=O,8%,0,?,1%,-2%,-5,-12%
Cc1sc2ncn(CC(=O)NCCc3ccccc3)c(=O)c2c1C,-6%,-1,1%,2%,14%,2,·
COC(=O)c1sc(S(=O)(=O)NCc2cccs2)c(C(=O)OC)c1C,?,-1,3%,2%,·,-6,-16%
CC(=O)Oc1ccc(/C(C)=N/N2CCN(Cc3ccc(C)cc3)CC2)cc1,-3%,1,8%,1%,?,-7,?
Cc1nnsc1S(=O)c1ccc(Br)cc1 (configuration not stated),-16%,-5,11%,6%,?,-13,?
O=C(NCCCO)C(=O)NCc1ccncc1,4%,-4,-2%,1%,?,-3,2%
CCCSc1nc2c(c(=O)[nH]c(=O)n2C)n1Cc1ccccc1,-29%,-2,0%,-1%,1%,-11,?
CCc1nnc(NC(=O)CSc2nccn2-c2ccccc2)s1,-2%,-4,-6%,-5%,·,13,-13%
Cn1c(SCc2ccc([N+](=O)[O-])cc2)nc2c(c1=O)SCC2,?,-3,2%,1%,?,1,?
COc1ccc(CN2C(=O)c3ccccc3C2C(=O)NC2CCCCCC2)c(OC)c1 (configuration not stated),-29%,-3,2%,2%&-1%,?,-3,?
CCOC(=O)c1[nH]c(=O)[nH]c1CSCCO,?,3,0%,-7%,·,-8,-2%
CN1C(=O)/C(=C2/C=CC=CN2C)OC1=S,19%,15,0%,-1%,15%,28,-2%
Cc1nc2ncnn2c(C)c1Cc1c(Cl)cccc1Cl,-7%,1,-2%,5%,·,-25,-1%

# Assay outcomes deposited in PubChem BioAssay by National Center for Advancing Translational Sciences (NCATS).
